mHTT-CaM PPI inh: inhibitors of human mutant huntingtin-calmodulin interaction | inhibition, % at 15 µM | AlphaScreen His-mHTT/GST-CaM binding, luminescence | 190,000 tested, 3.6% active | P42858;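 note: 0% = both proteins with DMSO and 100% = one protein alone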
Target sequence (P42858 whole entry, looked up, stated change not applied): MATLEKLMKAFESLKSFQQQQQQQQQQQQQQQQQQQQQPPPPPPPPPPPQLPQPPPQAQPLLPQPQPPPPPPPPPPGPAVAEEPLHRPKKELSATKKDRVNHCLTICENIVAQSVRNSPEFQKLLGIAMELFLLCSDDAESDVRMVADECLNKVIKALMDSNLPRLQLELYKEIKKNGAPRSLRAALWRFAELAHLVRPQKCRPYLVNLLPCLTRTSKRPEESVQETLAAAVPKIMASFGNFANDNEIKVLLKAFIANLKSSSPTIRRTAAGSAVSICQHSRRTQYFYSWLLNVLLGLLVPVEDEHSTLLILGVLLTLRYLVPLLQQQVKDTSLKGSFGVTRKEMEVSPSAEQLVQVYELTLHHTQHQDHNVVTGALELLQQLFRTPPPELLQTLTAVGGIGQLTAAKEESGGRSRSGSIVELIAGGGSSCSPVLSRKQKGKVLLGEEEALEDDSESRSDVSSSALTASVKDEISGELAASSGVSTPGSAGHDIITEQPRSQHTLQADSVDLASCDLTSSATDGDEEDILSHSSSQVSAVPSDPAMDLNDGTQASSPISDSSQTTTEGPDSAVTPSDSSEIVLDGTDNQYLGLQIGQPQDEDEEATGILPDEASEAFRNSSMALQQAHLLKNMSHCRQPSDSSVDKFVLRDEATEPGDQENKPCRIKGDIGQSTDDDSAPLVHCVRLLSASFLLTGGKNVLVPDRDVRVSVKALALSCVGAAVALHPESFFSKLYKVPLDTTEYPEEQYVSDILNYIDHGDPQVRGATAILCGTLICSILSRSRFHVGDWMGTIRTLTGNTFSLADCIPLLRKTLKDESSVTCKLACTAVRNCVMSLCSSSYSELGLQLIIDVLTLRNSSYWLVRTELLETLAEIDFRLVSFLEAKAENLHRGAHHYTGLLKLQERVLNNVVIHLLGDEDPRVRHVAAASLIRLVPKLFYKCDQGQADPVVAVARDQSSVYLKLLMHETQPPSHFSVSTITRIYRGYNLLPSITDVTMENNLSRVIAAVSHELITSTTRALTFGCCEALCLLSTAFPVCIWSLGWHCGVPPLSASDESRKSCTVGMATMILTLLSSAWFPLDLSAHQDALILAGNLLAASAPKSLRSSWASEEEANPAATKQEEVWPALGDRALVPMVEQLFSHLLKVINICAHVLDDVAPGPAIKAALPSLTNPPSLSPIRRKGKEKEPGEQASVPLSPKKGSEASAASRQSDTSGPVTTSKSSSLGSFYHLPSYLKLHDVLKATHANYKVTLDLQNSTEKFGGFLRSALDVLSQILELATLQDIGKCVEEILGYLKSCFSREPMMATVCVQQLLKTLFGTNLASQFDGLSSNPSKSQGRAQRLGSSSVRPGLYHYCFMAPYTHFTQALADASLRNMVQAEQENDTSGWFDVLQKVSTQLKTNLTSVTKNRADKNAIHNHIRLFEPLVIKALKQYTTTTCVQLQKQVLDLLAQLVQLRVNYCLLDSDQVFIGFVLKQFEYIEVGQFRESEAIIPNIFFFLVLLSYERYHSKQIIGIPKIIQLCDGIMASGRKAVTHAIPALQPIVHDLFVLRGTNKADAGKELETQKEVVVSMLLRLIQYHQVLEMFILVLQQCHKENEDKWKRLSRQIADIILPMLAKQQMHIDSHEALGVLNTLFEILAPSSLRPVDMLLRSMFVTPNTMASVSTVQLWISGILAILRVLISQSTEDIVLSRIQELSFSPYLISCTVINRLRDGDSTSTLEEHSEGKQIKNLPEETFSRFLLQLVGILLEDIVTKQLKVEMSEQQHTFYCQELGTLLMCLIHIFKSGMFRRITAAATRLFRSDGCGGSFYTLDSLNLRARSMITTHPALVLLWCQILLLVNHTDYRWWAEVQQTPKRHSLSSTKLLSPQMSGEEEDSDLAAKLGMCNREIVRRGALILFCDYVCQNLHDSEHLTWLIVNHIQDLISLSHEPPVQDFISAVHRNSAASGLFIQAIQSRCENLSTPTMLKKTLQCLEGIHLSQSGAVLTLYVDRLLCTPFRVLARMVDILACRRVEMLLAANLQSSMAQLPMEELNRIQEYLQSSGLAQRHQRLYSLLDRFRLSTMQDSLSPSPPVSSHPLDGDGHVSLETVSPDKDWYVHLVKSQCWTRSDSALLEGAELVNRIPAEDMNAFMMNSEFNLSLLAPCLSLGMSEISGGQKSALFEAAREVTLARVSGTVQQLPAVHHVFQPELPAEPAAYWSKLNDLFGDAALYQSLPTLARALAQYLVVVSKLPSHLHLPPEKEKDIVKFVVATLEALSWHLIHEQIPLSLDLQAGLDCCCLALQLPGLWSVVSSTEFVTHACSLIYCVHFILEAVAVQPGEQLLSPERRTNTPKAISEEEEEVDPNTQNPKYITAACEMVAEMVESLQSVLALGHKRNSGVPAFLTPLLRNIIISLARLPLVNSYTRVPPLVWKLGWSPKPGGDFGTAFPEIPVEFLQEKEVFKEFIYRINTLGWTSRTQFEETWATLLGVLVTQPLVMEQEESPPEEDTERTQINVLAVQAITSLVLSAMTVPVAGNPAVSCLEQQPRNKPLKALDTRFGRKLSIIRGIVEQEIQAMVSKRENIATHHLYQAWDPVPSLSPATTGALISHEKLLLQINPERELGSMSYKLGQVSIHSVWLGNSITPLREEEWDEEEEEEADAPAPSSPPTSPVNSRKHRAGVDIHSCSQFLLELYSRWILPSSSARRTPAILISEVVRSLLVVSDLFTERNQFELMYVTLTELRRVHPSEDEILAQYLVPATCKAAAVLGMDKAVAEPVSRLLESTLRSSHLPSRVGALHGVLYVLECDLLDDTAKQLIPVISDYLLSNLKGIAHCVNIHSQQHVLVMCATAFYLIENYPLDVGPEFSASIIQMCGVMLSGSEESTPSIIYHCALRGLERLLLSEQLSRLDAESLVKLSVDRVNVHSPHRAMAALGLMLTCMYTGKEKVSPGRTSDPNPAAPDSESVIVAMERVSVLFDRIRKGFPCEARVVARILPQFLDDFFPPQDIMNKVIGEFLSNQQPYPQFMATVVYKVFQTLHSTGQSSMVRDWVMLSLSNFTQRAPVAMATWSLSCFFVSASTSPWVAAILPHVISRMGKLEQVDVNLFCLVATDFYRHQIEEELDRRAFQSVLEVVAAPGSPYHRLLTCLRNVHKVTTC
Pf apPOL block: Pf-apPOL DNA polymerase inhibition | Recombinant Pf-apPOL, molecular beacon fluorescence, 1.5 h | AID 1794808 | inhibition, % at 10 µM | 210,000 tested, 0.25% active
* = called active by the depositor; . = no result given; & = joins results of further samples. Cut-off read from the data, not from the text of the source: active = inhibition above about 50%; inactive = the rest. A portion of the library; rates above refer to the full screens.

SMILES	mHTT-CaM PPI inh	Pf apPOL block
COc1ccc(O)c(C2NC(C)(C(=O)O)C3C(=O)N(c4cccc(Cl)c4)C(=O)C23)c1 (stereo not given)	13	5
COC(=O)c1cc(=O)c2cc(OC)ccc2[nH]1	-4	-3
COCCN1C(=O)c2ccccc2C(C(=O)Nc2ccc3c(c2)OCCO3)C1c1ccc(F)cc1 (stereo not given)	18	1
COc1cccc(C(=O)N2CCN(c3ccc([N+](=O)[O-])c(NCc4ccco4)c3)CC2)c1	39	-6
COc1ccc(/C=C2/SC(N3CCOCC3)=NC2=O)c(OC)c1	8	-3
CN(C)C=C(C#N)C(=O)Nc1ccc(F)c(Cl)c1	.	1&-14
COc1ccc(CNc2nc3ccccc3[nH]2)c(OC)c1	6	-2
O=C1N=C(N2CCCC2)S/C1=C/c1ccccc1O	-1	0
CCOc1ccc(CCNC(=O)Cc2c(C(=O)O)[nH]c3ccc(Cl)cc23)cc1OCC	3	33
CNC(=O)c1sc2nc(-c3cccc(F)c3)c(NC3CCCC3)n2c1C	4	2
O=C(NCC1CCCO1)C1c2ccccc2C(=O)N1Cc1ccccc1Cl (stereo not given)	0	-2
COc1ccc(CC(=O)Nc2c3c(nc4c2CCC4)CCCC3)cc1OC	2	14
O=C(Nc1cccc(COC(=O)c2sccc2Cl)c1)c1sccc1Cl	.	0
O=C(NCC1CC1)c1ccc(NC(=O)C2CC2)cc1N1CCOCC1	-3	0
O=C(CSc1ccccc1C(=O)O)c1ccc(F)cc1	-3	-2

Some of the entries so far, with bars between the fields.
canonical_smiles | mHTT-CaM PPI inh | Pf apPOL block
O=C(Nc1cccc(COC(=O)c2sccc2Cl)c1)c1sccc1Cl | . | 0
O=C(NCC1CC1)c1ccc(NC(=O)C2CC2)cc1N1CCOCC1 | -3 | 0

Further records.
SMILES	mHTT-CaM PPI inh	Pf apPOL block
Cc1cccc(NC(=O)CN2C(=O)N/C(=C\c3ccc(Cl)cc3)C2=O)c1	6	0
Cc1ccc(C(=O)N2CCC(C(=O)NCCc3csc(-c4cccs4)n3)CC2)cc1	1	-10
CCC(C)(C)C1CCC2(CC1)NC(CO)(CO)CO2 (stereo not given)	-4	-5
CC(=O)OCC(=O)[C@@]1(O)CC[C@H]2[C@@H]3CCC4=CC(=O)CC[C@]4(C)[C@H]3C(=O)C[C@@]21C	.	17
O=C(Nc1ccc(S(=O)(=O)Nc2nccs2)cc1)C12CC3CC(CC(C3)C1)C2	-2	-4
COc1ccc(C2=CC(c3ccc(OC(F)F)cc3)n3ncnc3N2)cc1 (stereo not given)	1	-3
Cc1noc(C)c1S(=O)(=O)N1CCC(C(C)C(=O)NCCCN2CCOCC2)CC1 (stereo not given)	-5	5
COc1cc(OC)cc(C(=O)N2CCCC2C(=O)NCCc2csc(C)n2)c1 (stereo not given)	3	0
Cc1nc(NCCNC(=O)c2ccc(F)cc2Cl)cc(N2CCOCC2)n1	-18	-12
N#Cc1c(C(F)(F)F)cc(-c2cccs2)oc1=S	0	.
Cc1cc2nn(CC#N)c(=O)n2c(-c2ccccc2)n1	-13	0
CC(C)C(=O)N1CCC(c2ccn3ncc(C(=O)N4CCOCC4)c3c2)CC1	2	0
Cn1c(=O)n(Cc2ccc(OC(F)(F)F)cc2)c2cncnc21	-1	-13
O=C1CCCc2oc3ccc(O)cc3c21	8	.
CCCS(=O)(=O)N1CCC(n2c(-c3ccco3)nc3cccnc32)C1 (stereo not given)	5	-1

For reference, part of the list above:
SMILES	mHTT-CaM PPI inh	Pf apPOL block
O=C(NCC1CCCO1)C1c2ccccc2C(=O)N1Cc1ccccc1Cl (stereo not given)	0	-2
COc1ccc(CC(=O)Nc2c3c(nc4c2CCC4)CCCC3)cc1OC	2	14
O=C(Nc1cccc(COC(=O)c2sccc2Cl)c1)c1sccc1Cl	.	0
O=C(NCC1CC1)c1ccc(NC(=O)C2CC2)cc1N1CCOCC1	-3	0
O=C(CSc1ccccc1C(=O)O)c1ccc(F)cc1	-3	-2
Cc1cccc(NC(=O)CN2C(=O)N/C(=C\c3ccc(Cl)cc3)C2=O)c1	6	0
Cc1ccc(C(=O)N2CCC(C(=O)NCCc3csc(-c4cccs4)n3)CC2)cc1	1	-10
CCC(C)(C)C1CCC2(CC1)NC(CO)(CO)CO2 (stereo not given)	-4	-5
CC(=O)OCC(=O)[C@@]1(O)CC[C@H]2[C@@H]3CCC4=CC(=O)CC[C@]4(C)[C@H]3C(=O)C[C@@]21C	.	17
O=C(Nc1ccc(S(=O)(=O)Nc2nccs2)cc1)C12CC3CC(CC(C3)C1)C2	-2	-4
COc1ccc(C2=CC(c3ccc(OC(F)F)cc3)n3ncnc3N2)cc1 (stereo not given)	1	-3
Cc1noc(C)c1S(=O)(=O)N1CCC(C(C)C(=O)NCCCN2CCOCC2)CC1 (stereo not given)	-5	5
COc1cc(OC)cc(C(=O)N2CCCC2C(=O)NCCc2csc(C)n2)c1 (stereo not given)	3	0
Cc1nc(NCCNC(=O)c2ccc(F)cc2Cl)cc(N2CCOCC2)n1	-18	-12
N#Cc1c(C(F)(F)F)cc(-c2cccs2)oc1=S	0	.
Cc1cc2nn(CC#N)c(=O)n2c(-c2ccccc2)n1	-13	0
CC(C)C(=O)N1CCC(c2ccn3ncc(C(=O)N4CCOCC4)c3c2)CC1	2	0
Cn1c(=O)n(Cc2ccc(OC(F)(F)F)cc2)c2cncnc21	-1	-13
O=C1CCCc2oc3ccc(O)cc3c21	8	.

Other results:
SMILES	mHTT-CaM PPI inh	Pf apPOL block
O=C(CSc1n[nH]c(-c2ccco2)n1)N1CCOCC1	2	9
O=C(NC1CC2CC1CN2C(=O)NCCc1ccccc1)c1cccnc1 (stereo not given)	0	1
Cc1nc(-c2ccccc2)sc1C(=O)N1CCC(CC(=O)NCCC(C)C)CC1	18	2
CC(Cc1c[nH]c2ccccc12)NC(=O)c1ccc(Cl)cc1 (stereo not given)	12	0
Cc1cc(F)ccc1NS(=O)(=O)c1cc2c(s1)CCN(C(=O)C1CC1)C2	2	0
Cc1cccc(NC(=O)N2CCC(CCOc3ccncc3)CC2)c1	-3	-5
Cc1ccccc1Oc1cc(NC(=O)CCCn2nc(C)c([N+](=O)[O-])c2C)cc([N+](=O)[O-])c1	16	-4
O=C(NC(C(=O)N1CCCCC1)C12CC3CC(CC(C3)C1)C2)c1ccc(F)cc1 (stereo not given)	2	-3
O=C(Cc1ccccc1)Nc1nnc(CCSCCc2nnc(NC(=O)Cc3ccccc3)s2)s1	.	-5
CCOc1cc2c(C(=O)O)cn(CC(C)C)c(=O)c2cc1OCC	5	-4
O=C(NCCNS(=O)(=O)c1ccc(Cl)cc1)C1=Cc2cc(Cl)ccc2OC1	.	-4
NC(=O)C1CCN(C2=NC(=O)C(=Cc3ccc(Cl)cc3Cl)S2)CC1	20	-6
O=S(=O)(c1ccc(Cl)cc1)N1CCSC1c1ccccc1Cl (stereo not given)	-18	2
CCCC(=O)N1CCC2(C1)C(=O)Nc1ccccc12 (stereo not given)	0	-1
C=CCn1c(COc2ccc(Cl)cc2)nc2ccccc21	-10	1
Cc1cc(C)c(-c2csc(NC(=O)c3c(F)cccc3F)n2)c(C)c1	-5	-4
Cc1c(Cl)cccc1NS(=O)(=O)c1ccc2[nH]cc(C(=O)NC3CCCCC3)c(=O)c2c1	19	-16
CCN1C(=O)Cc2ccccc2C1C(=O)NCc1ccc(N(C)C)cc1 (stereo not given)	20	-2
CCCc1c(C)c2ccc(OCC(=O)OC)cc2oc1=O	-4	-8
O=c1cc(-c2ccc(Cl)cc2)oc2cc(O)ccc12	3	-10
O=c1cc(-c2cccc(F)c2)[nH]c2ccc(Cl)cc12	0	0
Cn1ncc(C(=O)Nc2ccc(OC(F)(F)F)cc2)c1-n1cccc1	.	-10
O=C(Nc1ccc2c(c1)OCO2)c1ccc(-c2ccc([N+](=O)[O-])cc2)o1	40	1
COc1ccc(-c2cnnn2-c2ccc(NC(=O)c3cc4ccccc4oc3=O)cc2)cc1OC	15	-4
O=C(NCc1ccc2c(c1)OCO2)c1cccnc1Oc1ccccc1	.	-2
Cn1nc(-c2nc(-c3cccc(F)c3)no2)c2c1CCN(C(=O)Cc1ccc(F)cc1)C2	16	-4
CCc1onc(C)c1C1CCCN1Cc1ccc(OC)c(OC)c1OC (stereo not given)	-11	-2
CN(C)c1cc(OC2CCN(C(=O)c3cnn4cccnc34)C2)ncn1 (stereo not given)	2	0
O=C(NCCC1=CCCCC1)C(=O)NCCn1nc(-c2ccco2)ccc1=O	-2	6
Cc1nc(-c2cn(C(C)C)c3ncccc23)sc1C(=O)N1CCOCC1	-6	0
COc1cc(O)c(C(CCN2CCCC2)c2ccc(N(C)C)cc2)c(OC)c1 (stereo not given)	60*	-4
O=C(NCC1CCCCC1)c1cc2c(s1)CCN(C(=O)c1ccccc1)C2	-5	-6
Cc1cc(S(=O)(=O)c2nc3ccc(Cl)cc3s2)c(C)cc1Cl	.	-6&-7
Cc1c(Cl)cccc1NCn1nnc2ccccc21	1	5
Cc1nc2sc3c(=O)[nH]c(=O)[nH]c3c2c(C)c1C	-4	.
O=[N+]([O-])c1c(Cl)cc(O)c2c1C1C=CCC1C(c1ccc(Cl)cc1)N2 (stereo not given)	88*	0
CCOC(CNC(=O)CCNS(=O)(=O)c1ccc(Cl)cc1)OCC	2	-2
Oc1oc(-c2ccccc2)nc1C=Nc1cc(C(F)(F)F)ccc1Cl	4	33
O=C(NCc1cccs1)C1CCCN(c2nc3ccccc3o2)C1 (stereo not given)	9	-17
CCc1ccc(S(=O)(=O)n2nnc3ccccc32)cc1	-6	1
Fc1cccc(C2CC(c3cccs3)Nc3ncnn32)c1 (stereo not given)	3	-2
Cc1ccc(S(=O)(=O)CCCC(=O)Nc2ccc3sc(C)nc3c2)cc1	2	7
COC(=O)c1c(O)cc(=O)[nH]c1N	3	.
CC(C(=O)NC1CCCC1)C1CCN(S(=O)(=O)c2ccc(Br)s2)CC1 (stereo not given)	-12	5
Cc1sc(NC(=O)c2ccccc2[N+](=O)[O-])c(C#N)c1C	-3	1
COc1cc(CN2CCN(C/C=C/c3ccccc3)CC2)ccc1O	18	-3
Cc1ccc(Cl)cc1N=Cc1nc(-c2ccccc2)oc1O	1	-5
CCOC(=O)CNC(=O)N1CCc2c(c3ccccc3n2C)C1	40	-1
COc1ccc2oc(=O)c(NC(=O)c3ccc(Cl)cc3)cc2c1	2	2
CCc1nnc(NC(=O)c2cc(Cl)c(OC)c(Cl)c2)s1	-2	3
COc1ccc(OC)c(-c2c(C)c3cc(OC)ccc3oc2=O)c1	-6	-4
O=C(NCc1ccccc1)c1ccn2c(-c3ccccc3)nnc2c1	-1	2
Clc1nc(Cl)c2[nH]cnc2n1	-9	.
CC1(c2ccc(Br)cc2)NC(=O)CS1 (stereo not given)	85*	-6&2
CC(C)(C)n1nc2c(c1NC(=O)c1cccc(F)c1)CS(=O)(=O)C2	-1	5
N=C1SCCN1CC(=O)c1ccc(Br)cc1	6	1
Cc1ccc(CNC(=O)c2cn(-c3cccc(F)c3)nn2)cc1	-7	-2
O=C(O)c1ccccc1C(=O)NC1CCN(c2nccc(C(F)(F)F)n2)CC1	.	-16
COc1ccc2cc(C34CC5CC(CC(C5)C3)C4)ccc2c1	-3	0
CC(C)Cn1cc2c3c(cccc31)CN(C(=O)c1ccncc1)CC2	55*	-1
More structures follow.
SMILES	mHTT-CaM PPI inh	Pf apPOL block
O=C(CSc1ccccc1C(=O)O)Nc1ccccc1F	4	-1
CNC(=O)c1cccc2c1CCN2C(=O)c1ccc(F)cc1	-5	-1
CCOc1ccccc1NC(=O)N1CC2CN(S(=O)(=O)c3ccc(C)cc3)CC(C1)O2	-6	-6
CCc1noc(C2(NC(=O)c3cccc(Cl)c3)CCCCC2)n1	-3	20
O=C(c1cc(F)cc(F)c1)N1CCc2nc(-c3ccc(F)cc3)ncc2C1	-13	2
Cc1ccccc1NC(=O)c1cc2c(CO)cnc(C)c2oc1=Nc1ccc(C#N)cc1	3	2
CCN1CCN(C(=O)C2CCN(c3cncnc3N(C)C)CC2)CC1	2	5
NC(C(=O)O)C(O)c1ccccc1[N+](=O)[O-] (stereo not given)	7	3
COc1ccc(CN2CCN(c3ncnc4c3cnn4-c3ccccc3)CC2)cc1	2	4
O=S(=O)(c1ccccc1)c1ccc(S(=O)(=O)N2CCOCC2)s1	.	-6
CCN(C)C(=O)c1cc(-c2cccc(C)c2)on1	-13	-7
CC(=O)Nc1ccc(Nc2ncnc3c2cnn3-c2ccc(C)cc2C)cc1	18	-14
O=C(Nc1ccccc1[N+](=O)[O-])c1cc(S(=O)(=O)Nc2ccccn2)ccc1Cl	2	0
COc1ccc(OC)c(-c2cc3ccc(O)c(CN4CCCCC4C)c3oc2=O)c1 (stereo not given)	-6	0
Cc1cc(Cl)ccc1NC(=O)Cc1cccs1	3	-9
CNC(=O)C1CN(S(=O)(=O)c2ccccc2F)CC12CCCC2 (stereo not given)	-6	-5
O=C1CSC(c2cc3c(cc2[N+](=O)[O-])OCO3)N1c1ccc(Cl)cc1 (stereo not given)	37	-1
O=C1c2ccc(-c3ccc4c(c3)C(=O)N(CCO)C4=O)cc2C(=O)N1CCO	1	-4
O=C(CCC1CCCN(c2cc(NC3CC3)ncn2)C1)NCCc1cccs1 (stereo not given)	12	-10
COc1ccc(NC(=O)Cn2nc3c(cc2=O)CCC3)cc1Cl	34	-3
Cc1[nH]nc2c1C(c1ccccc1[N+](=O)[O-])CC(=O)N2 (stereo not given)	6	-6
CCn1c(C2CCN(S(=O)(=O)c3cc(Cl)cc(Cl)c3)C2)nc2ccncc21 (stereo not given)	10	-6
Cc1ccc(C2CC(c3cccs3)=NN2C(=O)CN(C)C(=O)C(C)C)cc1 (stereo not given)	26	0
O=C(Nc1cnc(N2CCCCC2)nc1)c1cccs1	-1	-10
CC1C(=O)N2CCCc3cc(NC(=O)COc4ccc5ccccc5c4)cc1c32 (stereo not given)	52*	-12
CCN(CC)C(=O)CC[C@H]1CC[C@]2(CCCN(Cc3ccc(Br)cc3)C2)O1	9	0

Source: PubChem BioAssay
